Screening results: PubChem, several laboratories
EBV gp42 block – Epstein-Barr virus gp42 inhibitors, primary screen, biochemical, uHTS, fluorescence polarization; Glycoprotein 42 (Epstein-Barr virus (strain AG876)), Q1HVG2; Fluorescence polarization binding assay, mP read-out; inhibition, % (tested at 21.74 µM); actives 0.42% (n = 220,000); in the data active means inhibition above about 50%
eIF4E 4G PPI – eIF4E–eIF4G protein interaction inhibitors, primary screen, biochemical, uHTS, TR-FRET, eIF4GI fragment | actives 0.37% (n = 220,000) | TR-FRET eIF4E-eIF4GI(517-606) binding, 2 h | inhibition, % at 21.7 µM | Eukaryotic translation initiation factor 4E (Mus musculus) + Eukaryotic translation …;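 further: 0% = full FRET control wells and 100% = background wells lacking eIF4GI fragment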
Rad51 HR inh – human RAD51 strand exchange inhibitors, primary screen, biochemical, fluorescence; DNA repair protein RAD51 homolog 1 (Homo sapiens), Q06609; hRad51 DNA strand exchange, fluorescence dequenching; inhibition, % at 10 µM; actives 0.085% (n = 200,000); AID 1385, 2008;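 active means inhibition above 40% at the single screening dose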;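 further: 0% = DMSO control wells and 100% = blanks with heterologous ssDNA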
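material = hRad51 filaments on single-stranded DNA | timing = filaments 15 min 37 °C, then compound 30 min | signal = FRET fluorescence dequenching, excitation 485 nm, emission 520 nm | benchmarks = control wells and blank wells on each plate | evaluation = percent inhibition relative to plate controls and blanks | compound = 10 µM final, single point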
thrombin 1536 – human alpha-thrombin inhibitors, primary screen, counter-screen for coagulation protease inhibitor project, biochemical, 1536-well, fluorogenic AMC substrate | Prothrombin (Homo sapiens), P00734 | Boc-VPR-AMC fluorogenic substrate cleavage | inhibition, % at 5 µM | actives 0.26% (n = 220,000);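 active means inhibition at or above 40%; inactive means inhibition below 40%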;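 further: 0% = enzyme with no compound and 100% = wells without enzyme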
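Material: human alpha-thrombin protein. Incubation: reaction at ambient temperature. Technique: fluorescence of released AMC, ex 355 nm, em 460 nm. Control set: no-compound enzyme wells and no-enzyme blanks. Also added: Boc-VPR-AMC substrate, 15 µM final. Buffer or medium: pH 7.5 Tris (50 mM) with NaCl 150 mM, Tween 20 0.05%.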
KCC2 mod – KCC2 cotransporter modulators, thallium flux, primary screen, cell-based, HEK293 KCC2, FluoZin-2 fluorescence, MLSMR; Solute carrier family 12 member 5 (Homo sapiens), Q9H2X9; KCC2 cells, thallium flux FluoZin-2 fluorescence; B-score of Tl+ flux slope (higher = more flux/activation; lower = inhibition) at 10 µM; actives 2.2% (n = 190,000);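 active means thallium flux slope and its plate-corrected score both differing from the plate sample mean at a set confidence after two filtering rounds, in either direction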;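 further: slope of fluorescence scaled to starting intensity during 10 to 20 s after thallium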
KLK5 inh – human KLK5 protease inhibitors, primary screen, biochemical, 1536-well | recombinant hK5, fluorogenic AMC substrate cleavage | inhibition, % at 5 µM | AID 873, 2007 | Kallikrein-5 (Homo sapiens), Q9Y337 | actives 0.59% (n = 210,000);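 active means inhibition of 40% or more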;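 further: 0% = enzyme controls without compound and 100% = no-enzyme blanks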
Furin inhibitor – human furin inhibitors, primary screen, biochemical, fluorescence intensity | P09958 | purified furin, fluorogenic substrate cleavage | AID 463115, 2010 | actives 0.061% (n = 220,000) | inhibition, % at 30 µM; in the data active means inhibition above about 25%; further: inactives centre near -15
NCF1 inh – p47phox/p22phox peptide binding inhibitors, primary screen, biochemical, uHTS, NADPH oxidase regulatory subunit | Neutrophil cytosol factor 1 (Homo sapiens), P14598 | fluorescence polarization, 2 h | inhibition, % at 24.7 µM | actives 0.53% (n = 220,000) | AID 1274, 2008;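 further: 0% = p47phox with labelled peptide and 100% = labelled peptide alone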
Target sequence (P14598 whole entry, looked up): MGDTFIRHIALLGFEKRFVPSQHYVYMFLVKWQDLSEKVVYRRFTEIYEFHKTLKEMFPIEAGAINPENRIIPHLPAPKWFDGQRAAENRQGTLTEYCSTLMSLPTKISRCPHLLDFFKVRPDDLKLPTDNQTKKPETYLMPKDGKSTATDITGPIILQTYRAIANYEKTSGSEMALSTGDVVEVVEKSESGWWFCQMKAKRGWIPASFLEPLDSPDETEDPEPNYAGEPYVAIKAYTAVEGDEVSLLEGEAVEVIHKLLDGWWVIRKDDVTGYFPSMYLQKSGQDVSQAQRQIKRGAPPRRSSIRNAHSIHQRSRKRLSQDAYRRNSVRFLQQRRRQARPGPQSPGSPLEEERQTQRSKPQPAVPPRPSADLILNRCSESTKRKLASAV
14-3-3 Bad PPI – inhibitors of 14-3-3 zeta/Bad binding, primary screen, biochemical, TR-FRET, bovine 14-3-3 zeta. actives 0.71% (n = 220,000). AID 781, 2007. TR-FRET 14-3-3zeta/Dy647-pBad peptide displacement, 1 h. 14-3-3 protein zeta/delta (Bos taurus), P63103. inhibition, % at 21.7 µM;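 active means inhibition above about 70%, limit read from the data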;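 further: 0% = full 14-3-3 plus peptide FRET controls and 100% = background without 14-3-3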
Target sequence (P63103 whole entry, looked up): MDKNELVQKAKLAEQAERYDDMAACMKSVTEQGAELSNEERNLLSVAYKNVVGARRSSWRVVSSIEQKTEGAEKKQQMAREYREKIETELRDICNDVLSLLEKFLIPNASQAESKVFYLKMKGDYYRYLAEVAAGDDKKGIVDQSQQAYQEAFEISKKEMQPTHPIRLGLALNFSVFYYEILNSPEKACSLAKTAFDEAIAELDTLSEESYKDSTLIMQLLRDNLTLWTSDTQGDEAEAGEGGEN
Starred values were filed as active, the others as inactive; · = no result given; [ ] = remark or other dose.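 How the source made its calls, unless noted: active means inhibition above about 30% (limit read from the data); inactive means the rest.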 This is a random part of the collection; about 4.7% have a hit in one of these screens.

Start of the data: the first twelve entries (preview)
SMILES	EBV gp42 block	eIF4E 4G PPI	Rad51 HR inh	thrombin 1536	KCC2 mod	KLK5 inh	Furin inhibitor	NCF1 inh	14-3-3 Bad PPI
C=CCc1cccc(Cl)c1OCCON1C(=O)CCC1=O	-7	-2	-4	-7	0.034	0	-11[20 µM]	0	-2
COc1cccc(NC(=S)NNC(=O)Cn2nc(C(F)F)cc2C(F)F)c1	1	-4	·	-5	-0.46	-45	-7	-2	-6[fluorescence artefact?]
CCn1nnnc1NCc1ccc(N2CCCC2)cc1	-6	2	-9	22	0.031	-1	-20	-3	-17
Cc1ccccc1CSc1nnc(-c2cnccn2)n1C	7	-2	22	0	-0.94	0	-12	4	-3
COc1ccccc1-c1nnc(SCC(=O)NC2CCS(=O)(=O)C2)n1CCc1ccccc1 (centres undefined)	-19	2	-7	1	-0.002	-24	-24	-12	-20
CCC(C)NC(=O)C(Sc1ccccc1)c1ccccc1 (centres undefined)	-9	-1	1	-19	·	-5	-17	-1	-4
O=C(CS(=O)Cc1ccccc1Cl)Nc1ccccc1Cl (centres undefined)	-2	5	2	-1	-0.33	-11	-18	-3	-4
CCOC(=O)c1ccccc1NC(=O)CCNC(=O)Cn1cnc2ccccc2c1=O	-17	4[fluorescence artefact?]	7	-1	-0.15	-3	-15	1	4
O=C(CC1C(=O)CCCC1=O)c1ccccc1	-8	0	-15	-2	·	6	-18	-4	-3
CC(C)(C)C1=C[C@@H](CO)C[C@@H](CO)C1	-5	-7	2	-4	·	-7	-27	-7	0[fluorescence artefact?]
N#Cc1nc(-c2ccco2)oc1NCc1ccccc1Cl	-9	0	7	-4	-0.4	1	-12	-8	-4
O=C(O)c1ccc(Cl)c(S(=O)(=O)NCc2cccnc2)c1	-16	0	-2	-9	0.49	-3	-33	-4	-2

The listing, previewed entries included:
SMILES	EBV gp42 block	eIF4E 4G PPI	Rad51 HR inh	thrombin 1536	KCC2 mod	KLK5 inh	Furin inhibitor	NCF1 inh	14-3-3 Bad PPI
C=CCc1cccc(Cl)c1OCCON1C(=O)CCC1=O	-7	-2	-4	-7	0.034	0	-11[20 µM]	0	-2
COc1cccc(NC(=S)NNC(=O)Cn2nc(C(F)F)cc2C(F)F)c1	1	-4	·	-5	-0.46	-45	-7	-2	-6[fluorescence artefact?]
CCn1nnnc1NCc1ccc(N2CCCC2)cc1	-6	2	-9	22	0.031	-1	-20	-3	-17
Cc1ccccc1CSc1nnc(-c2cnccn2)n1C	7	-2	22	0	-0.94	0	-12	4	-3
COc1ccccc1-c1nnc(SCC(=O)NC2CCS(=O)(=O)C2)n1CCc1ccccc1 (centres undefined)	-19	2	-7	1	-0.002	-24	-24	-12	-20
CCC(C)NC(=O)C(Sc1ccccc1)c1ccccc1 (centres undefined)	-9	-1	1	-19	·	-5	-17	-1	-4
O=C(CS(=O)Cc1ccccc1Cl)Nc1ccccc1Cl (centres undefined)	-2	5	2	-1	-0.33	-11	-18	-3	-4
CCOC(=O)c1ccccc1NC(=O)CCNC(=O)Cn1cnc2ccccc2c1=O	-17	4[fluorescence artefact?]	7	-1	-0.15	-3	-15	1	4
O=C(CC1C(=O)CCCC1=O)c1ccccc1	-8	0	-15	-2	·	6	-18	-4	-3
CC(C)(C)C1=C[C@@H](CO)C[C@@H](CO)C1	-5	-7	2	-4	·	-7	-27	-7	0[fluorescence artefact?]
N#Cc1nc(-c2ccco2)oc1NCc1ccccc1Cl	-9	0	7	-4	-0.4	1	-12	-8	-4
O=C(O)c1ccc(Cl)c(S(=O)(=O)NCc2cccnc2)c1	-16	0	-2	-9	0.49	-3	-33	-4	-2
Cc1ccc(S(=O)(=O)NC(C)(C)CSc2nncn2N)cc1	-19	1[fluorescence artefact?]	7	-2	0.93	2	-28[20 µM]	-8	4[fluorescence artefact?]
CC(C)C(NC(=O)C12CC3CC(CC(C3)C1)C2)C(=O)N/N=C/C1=C(N2CCOCC2)C(=C\c2cccc([N+](=O)[O-])c2)/CC1 (centres undefined)	8	-8	0	-7	0.96	-13	-2	5	-34[fluorescence artefact?]
CCOC(=O)c1ccc(N2C(=O)CC(SCC(=O)Nc3ccc(S(N)(=O)=O)cc3)C2=O)cc1 (centres undefined)	-13	-6	4	-3	2.3	-2	-29	-10	-5
Cc1cc(C)cc(OCc2nnc(SCC(=O)N3CCN(c4ccccc4)CC3)o2)c1	18	-3	12	1	0.45	12	1[20 µM]	9	13
COc1cccc(C(=O)CSc2nc3ccccc3n2CC(=O)N2CCOCC2)c1	-8	-2[fluorescence artefact?]	-4	1	0.17	-28	-22	-32	-3
O=C(N1CCOCC1)N1c2ccccc2CC(N2CCOCC2)c2ccccc21 (centres undefined)	-12	-2	19	-16	0.09	-8	-17[20 µM]	-6	8
COc1cc(C(C(=O)NCc2ccccc2)N(Cc2ccco2)C(=O)c2cnccn2)cc(OC)c1OC (centres undefined)	1	2	6	-10	0.23	6	-7	-1	-7
O=C1N=C(N2CCOCC2)S/C1=C\c1cccnc1	42	-1	11	-1	-0.18	-8	-16	-20	-7
Cc1c(C(=O)NCc2ccccn2)oc2ccc(S(=O)(=O)N3CCC4(CC3)OCCO4)cc12	-9	1	2	-27	0.058	-5	-22	-7	-12
O=C1NCCCCC1NS(=O)(=O)c1ccc(F)c(F)c1 (centres undefined)	8	-3	·	-7	0.77	2	-10	4	2
CCOC(=O)c1cc2n(n1)C(C(F)(F)F)CC(C)N2 (centres undefined)	-6	0	4	-2	·	3	-4[20 µM]	-8	2
CCC(=O)NC(=S)Nc1ccc(S(=O)(=O)NC(C)=O)cc1	-1	3	18	23	-0.92	6	-20[20 µM]	-12	-2
CCCC(=O)NC(=S)Nc1ccc(Cl)cn1	6	9	7	16	4	112*	-16[20 µM]	-6	-29
